IL-2 act – qHTS of IL-2 Activators. 0.065% of 360,000 active. IL-2 activation reporter assay, cell-based qHTS; stimulated with anti-CD3/CD4/CD28 beads; in transgenic mouse T cells. activation, % (series mostly up to about 46 µM); in the data active means activation above about 50%; inconclusive means mostly about 30% to 49%; further: 0% is about no effect
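Unstimulated transgenic mouse T cells preincubated 60 min with compound, then stimulated with anti-CD3/anti-CD4-coated beads plus anti-CD28 for 18 h at 37 degrees C. IL-2 response read as EGFP and DsRed fluorescence by plate cytometry.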
EPAC1 ag – qHTS for Agonist of cAMP-regulated guanine nucleotide exchange factor 3 (EPAC1): primary screen | 0.073% of 360,000 active | Potency, µM (series often up to 154 µM), inactives show at the highest dose activation, actives largely listed as activators | AID 720707, 2013 | Rap guanine nucleotide exchange factor 3 (Homo sapiens), O95398 | EPAC1 agonist qHTS, biochemical assay; response scale: 100% = response to 6.5 mM cAMP; further: potency means the concentration at half of the fitted maximal effect; nearly all actives have a fitted effect of over 60% in size
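Multi-concentration qHTS readout: loss of Rap1B-bound BODIPY-GDP fluorescence driven by 100 nM EPAC1 with excess GDP (50 uM), monitored kinetically at room temperature; agonist response expressed relative to 6.5 mM cAMP.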
aSyn yeast inh – qHTS of alpha-syn Inhibitors; Potency, µM (top dose mostly 46.1 µM), inactives show top-dose growth rescue (activation), actives largely listed as activators; AID 652106, 2013; 0.14% of 370,000 active; Yeast expressing alpha-synuclein, growth rescue, BacTiter-Glo, 24 h; further: potency means the concentration at half of the fitted maximal effect; % of control where 0% means no effect; nearly all actives have a fitted effect of over 65% in size
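Screening used galactose-induced yeast with toxic alpha-synuclein levels, exposed to compound for 24 hr at 30 deg C. Cell growth, read with BacTiter-Glo luminescence, gave the measured signal.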
EPAC1 antagonist – qHTS for Antagonist of cAMP-regulated guanine nucleotide exchange factor 3 (EPAC1): primary screen; Rap guanine nucleotide exchange factor 3 (Homo sapiens), O95398; 0.14% of 360,000 active; EPAC1 GEF assay, Rap1b-BODIPY-GDP exchange fluorescence; Potency, µM (highest dose often 115 µM), for the others: at the top dose activity change, negative = inhibition, actives largely listed as inhibitors;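 further: potency means the concentration at half of the fitted maximal effect; plate controls were vehicle for no effect and positive control for full effect; nearly all actives have a fitted effect of over 50% in size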
PLK1 PBD inh – qHTS for Inhibitors of PLK1-PDB (polo-like kinase 1 - polo-box domain): Primary Screen; Serine/threonine-protein kinase PLK1 (Homo sapiens), P53350; Plk1 PBD binding of FITC phosphopeptide, fluorescence polarization; Potency, µM, for the others: max response, negative = inhibition, actives largely listed as inhibitors; 2.8% of 360,000 active; AID 720504, 2013; further: potency means the concentration at half of the fitted maximal effect; series mostly up to about 57 µM; on the % scale 0 is the no-effect control and ±100 the full control effect; nearly all actives have a fitted effect of over 65% in size
WRN inhibitor – qHTS for Inhibitors of WRN Helicase; Bifunctional 3'-5' exonuclease/ATP-dependent helicase WRN (Homo sapiens), Q14191; WRN helicase unwinding, fluorescent forked duplex, kinetic; Potency, µM (titrated, usually from 114 µM), for inactives: top-dose activity change, negative = inhibition, usual class: inhibitors; 0.46% of 360,000 active; AID 651768, 2012; further: potency means the concentration at half of the fitted maximal effect; on the % scale 0 is the no-effect control and ±100 the full control effect; nearly all actives have a fitted effect of over 55% in size
Target sequence (Q14191 whole entry, looked up): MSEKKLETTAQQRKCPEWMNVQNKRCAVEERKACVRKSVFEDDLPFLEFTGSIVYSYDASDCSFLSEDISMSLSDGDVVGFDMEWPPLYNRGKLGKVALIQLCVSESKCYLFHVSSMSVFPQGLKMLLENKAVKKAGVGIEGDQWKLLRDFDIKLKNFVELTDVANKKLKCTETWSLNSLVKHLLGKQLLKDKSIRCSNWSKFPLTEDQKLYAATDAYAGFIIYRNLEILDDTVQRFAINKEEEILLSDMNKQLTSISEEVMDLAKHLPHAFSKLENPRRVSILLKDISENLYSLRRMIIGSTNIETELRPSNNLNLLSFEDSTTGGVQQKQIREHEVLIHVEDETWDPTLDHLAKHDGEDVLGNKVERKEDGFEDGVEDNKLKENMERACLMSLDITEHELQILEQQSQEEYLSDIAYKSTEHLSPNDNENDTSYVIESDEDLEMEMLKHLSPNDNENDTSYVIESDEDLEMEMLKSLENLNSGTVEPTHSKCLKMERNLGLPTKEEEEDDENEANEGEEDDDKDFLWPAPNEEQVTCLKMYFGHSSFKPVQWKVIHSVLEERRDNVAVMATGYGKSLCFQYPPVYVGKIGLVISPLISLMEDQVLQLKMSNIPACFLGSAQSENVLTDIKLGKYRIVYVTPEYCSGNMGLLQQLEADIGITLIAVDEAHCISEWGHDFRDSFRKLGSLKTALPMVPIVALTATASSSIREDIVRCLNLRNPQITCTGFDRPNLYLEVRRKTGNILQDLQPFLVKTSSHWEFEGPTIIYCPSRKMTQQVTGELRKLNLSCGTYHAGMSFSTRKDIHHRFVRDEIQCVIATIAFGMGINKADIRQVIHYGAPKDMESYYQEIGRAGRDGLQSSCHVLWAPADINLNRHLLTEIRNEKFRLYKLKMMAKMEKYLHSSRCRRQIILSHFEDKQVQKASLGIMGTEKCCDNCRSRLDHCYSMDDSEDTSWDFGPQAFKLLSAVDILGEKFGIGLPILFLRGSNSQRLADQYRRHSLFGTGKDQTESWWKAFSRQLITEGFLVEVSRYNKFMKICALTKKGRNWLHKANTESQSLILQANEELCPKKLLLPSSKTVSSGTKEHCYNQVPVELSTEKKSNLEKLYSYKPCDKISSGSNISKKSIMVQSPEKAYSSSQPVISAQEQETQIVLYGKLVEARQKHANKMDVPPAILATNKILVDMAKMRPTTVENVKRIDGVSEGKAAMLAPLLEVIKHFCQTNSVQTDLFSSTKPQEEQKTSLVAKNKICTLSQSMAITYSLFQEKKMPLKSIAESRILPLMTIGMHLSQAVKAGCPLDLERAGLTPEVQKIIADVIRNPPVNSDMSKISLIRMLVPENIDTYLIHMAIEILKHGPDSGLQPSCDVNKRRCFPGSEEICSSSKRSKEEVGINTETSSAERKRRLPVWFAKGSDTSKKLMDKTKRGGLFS
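WRN at 20 nM final was preincubated with compound for 15 min at room temperature; reaction started with 100 nM forked duplex oligonucleotide carrying fluorophore and quencher plus 2 mM ATP (final). Unwinding followed kinetically by red fluorescence (ex 525/em 598 nm).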
FUS yeast rescue – qHTS for Suppressors of FUS Proteinopathy: Primary screen using FUS-linked yeast assay; S. cerevisiae FUS-expressing, growth rescue, OD600, 24 h; Potency, µM (top dose mostly 76.6 µM), for inactives: at the highest dose growth rescue (activation), most hits filed as activators; 0.24% of 390,000 active;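 further: potency means the concentration at half of the fitted maximal effect; plate controls were DMSO vehicle for no effect and reference control for full effect; nearly all actives have a fitted effect of over 55% in size; some results filed as inactive show a strong effect at the top dose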
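Toxicity suppression screen in FUS-yeast. Cells induced with 2% galactose, starting OD 0.005, treated 24hr at 30C with compounds at multiple final concentrations; growth by OD600.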
Abeta rescue – qHTS for compounds that reverse cellular toxicity of Amyloid beta (A-beta) peptide in yeast: Primary Screen | 0.063% of 410,000 active | Potency, µM (titrated, usually from 46.1 µM), for the others: at the top dose growth rescue, actives largely listed as activators | AID 1347071, 2019 | yeast expressing A-beta42, growth rescue, OD600, 48 h; response scale: 0% DMSO, 100% iron-clioquinol control; further: potency means the concentration at half of the fitted maximal effect; nearly all actives have a fitted effect of over 55% in size
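Yeast A-beta toxicity model in growth medium with pinned compounds, 48 h at 30 C; growth read as absorbance at 600 nm. Normalized to FeCl3/clioquinol equimolar mix (positive) and DMSO (negative).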
PI5P4Ka inh – qHTS for Inhibitors of phosphatidylinositol 5-phosphate 4-kinase (PI5P4K); Phosphatidylinositol 5-phosphate 4-kinase type-2 alpha (Homo sapiens), P48426; max response, %; PI5P4Kalpha enzyme, ADP-Glo luminescence, 60 min; active compounds read low; 1.2% of 330,000 active; active means max response of -50% or lower; inconclusive means between -30% and -50%; inactive means -30% or higher; further: value at the top dose of about 77 µM; on the % scale 0 is the no-effect control and ±100 the full control effect
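ADP-Glo luminescence end-point after a 60 min room-temperature kinase reaction. PI5P4Kalpha and substrate in HEPES pH 7.4 buffer with EGTA, 0.1% CHAPS and 5% DMSO; ATP at 5 microM final.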
The depositor's hits bear a star; ? = inconclusive; / = no result given; [ ] = dose if it differs, or a comment. Unless noted, the call rests on the fitted dose curve; in most records, active means well fitted curve in the direction sought with a large enough effect; inconclusive means small, poorly fitted or top-dose-only effect, or another doubt; inactive means no such curve, though single readings can be large; an effect the other way counts as inactive or inconclusive.

SMILES	IL-2 act	EPAC1 ag	aSyn yeast inh	EPAC1 antagonist	PLK1 PBD inh	WRN inhibitor	FUS yeast rescue	Abeta rescue	PI5P4Ka inh
COc1cc(C(=O)NCCOc2ccccc2)cc(OC)c1OC	-1.9	-3%	-5%	?	-10%	-1%	11%	-1%	16
CSc1nnc(-c2cnccn2)n1CCCN1CCCC1=O	-0.6	-6%	0%	19%	0%	-13%	2%	0%	/
Cc1csc(SCC(=O)NCc2cccc(Cl)c2)n1	0.6	1%	0%	-5%	-18%	14%	-32%	22%	-2
Cc1ccc(NC(=O)CSc2nnc(N)s2)cc1S(=O)(=O)N1CCOCC1	0.8	19%	-4%	14%	-9%	?	42%	-6%	-17
CC12CCC(C(=O)Nc3nc4ccccc4s3)(OC1=O)C2(C)C (stereo not drawn)	-0.4	4%	2%	3%	-5%	12%	0%	-5%	-3
Cc1cccc(NC(=S)NC(NC(=O)c2ccco2)C(Cl)(Cl)Cl)c1 (stereo not drawn)	-2.0	3%	0%	6%	-2%	-14%	11%	10%	-7
CC(=O)C(Cc1ccccc1)NC(=O)CN(C)Cc1ccccc1Cl (stereo not drawn)	-0.1	2%	3%	9%	0%	2%	6%	-2%	4
COc1cc(C(=O)N2CCC(NC(=O)C(Cc3ccc(C(C)C)cc3)NC(C)=O)CC2)cc(OC)c1OC (stereo not drawn)	-2.1	2%	-2%	9%	-1%	2%	21%	10%	-5
O=C(c1nc2ccc(Cl)cn2c1CN1CCC[C@H]1CO)N1CCCCCCC1	-2.4	2%	2%	21%	-18%	-8%	19%	7%	-10
CCCC(=O)Nc1ccc2c(c1)C(=O)N(CCC(=O)O)C2=O	-0.3	-2%	-4%	3%	-2%	0%	36%	3%	/
COC(=O)CSc1nccc(C)n1	0.5	-6%	-4%	-20%	-7%	2%	-15%	-7%	3
CC(=O)N(C1=C(N)C(=O)c2ccccc2C1=O)C(C)C	0.5	8%	0%	-1%	-9%	14%	-4%	-6%	1
CN(CC(=O)NC(=O)Nc1ccccc1F)Cc1ccccc1F	-4.3	-1%	0%	11%	1%	-13%	/	-3%	8
CC1CC(C)CN(C(=O)C(Cc2ccccc2)NC(=O)c2ccccc2)C1 (stereo not drawn)	-3.7	-7%	-5%	-7%	0%	-15%	28%	1%	15
CC(C)COc1ccc(C(=O)Nc2ccc(N3CCOCC3)cc2N2CCOCC2)cc1	-3.5	0%	11%	7%	3%	-12%	/	-5%	13
CCOc1cc(/C=C(/C#N)C(=O)Nc2ccc(OC)cc2)ccc1OCc1ccc(C(=O)O)cc1	-1.5	3%	0%	-23%	27µM*	-21%[11.6 µM]	14%	-2%	-4
CCc1ccccc1N(CC(=O)NC1CCCCC1)C(=O)CNC(=O)c1ccco1	0.3	-9%	0%	8%	-5%	-1%	11%	-11%	5
O=C(/C=C/c1ccc(Cl)c(Cl)c1)n1cccn1	-0.9	4%	25%	1%	-14%	11%[57.1 µM]	6%	-11%	-6
CCN(CC)CCCN(Cc1cc2ccc(C)c(C)c2[nH]c1=O)C(=O)NC1CCCCC1	-0.8	5%	-1%	1%	-3%	-1%	47%	?	/
COc1cc(/C=C2\N=C(C)OC2=O)cc(OC)c1OC	0.2	7%	8%	10%	-11%	-9%	-19%	-13%	8
O=S(=O)(N1CCOCC1)n1c(Cc2ccccc2)nc2ccccc21	-2.1	-1%	15%	2%	0%	1%[57.1 µM]	1%	13%	/
COC(=O)c1cc(S(=O)(=O)Nc2cccc(-c3cnco3)c2)oc1C	4.3	6%	4%	3%	-1%	2%	13%	-6%	-3
O=C(CN1C(=O)S/C(=C\c2ccccc2)C1=O)NNC(=O)c1ccccc1O	-5.3	-8%	-2%	-27%	-7%	-22%	37%	-12%	-8
CC(C)Cn1c(SCC(=O)Nc2ncccn2)nc2ccccc21	1.3	1%	3%	-7%	-11%	-1%	-20%	14%	-24
C=CCn1c(CSc2nc3ccccc3s2)nnc1SCC(=O)OCC	-0.7	0%	10%	-7%	-4%	3%	27%	7%	/

(more compounds)
SMILES	IL-2 act	EPAC1 ag	aSyn yeast inh	EPAC1 antagonist	PLK1 PBD inh	WRN inhibitor	FUS yeast rescue	Abeta rescue	PI5P4Ka inh
O=C(NCc1ccc(S(=O)(=O)NC2CCCCC2)s1)c1ccccc1	-2.7	-3%	5%	-1%	0%	-1%	-3%	-3%	-1
CCOC(=O)c1ccc(S(=O)(=O)N2CCC(C(=O)Nc3nnc(C)o3)CC2)cc1	-3.9	10%	0%	-9%	-11%	15%	8%	-6%	-7
Cc1ccc(/C=C/C(=O)Nc2cccnc2)o1	4.0	3%	0%	-5%	?	-7%	21%	13%	?
O=S(=O)(c1ccc(F)c(F)c1)N1CCCc2ccccc21	0.0	-8%	14%	-6%	1%	2%	-31%	-20%	1
O=C(/C=C/c1ccccc1)NCc1cccnc1	0.1	12%	-6%	1%	-13%	-8%	-5%	2%	-1
CCN(CC(=O)N1CCN(c2ccccc2)CC1)S(=O)(=O)c1ccc(C)cc1	-0.6	-9%	11%	6%	-3%	5%	-4%	1%	-4
CC(=O)c1ccc(OCc2cc(C(=O)N(C)C3CCOC3)no2)cc1 (stereo not drawn)	-1.9	8%	1%	9%	-6%	-8%	2%	-3%	8
CCCCN(C)C(=O)c1nc2ccccn2c1CN(C)Cc1csc(C)n1	-3.0	0%	-1%	-5%	-2%	3%	-1%	-12%	3
CCOC(=O)CCc1c(C)c2ccc(OC(C)C(=O)OCC)c(C)c2oc1=O (stereo not drawn)	-0.1	9%	-6%	-5%	4%	4%	43%	7%	/
COc1ccc(NC(=O)c2ccccc2[N+](=O)[O-])cc1	-0.1	-15%	-2%	15%	5%	-14%[57.1 µM]	5%	3%	-2
CCC(=O)N(c1nnc(SCC(=O)Nc2ccc(N3CCOCC3)cc2)s1)C1CC1	0.5	-6%	5%	9%	4%	7%	-14%	0%	0
NS(=O)(=O)c1cccc(NC(=O)c2ccc(S(=O)(=O)N3CCCCCC3)cc2)c1	0.9	-14%	3%	-22%	-2%	-15%	11%	2%	1
O=C(Nc1cccnc1)c1scc2c1OCCO2	-1.7	-10%	-6%	-5%	-9%	22%[57.1 µM]	13%	-5%	-7
Cc1ccc(-n2c3c(cc(C(=O)NC4CCSC4=O)c2=O)C(=O)CC(C)(C)C3)cc1 (stereo not drawn)	-0.3	-2%	9%	10%	0%	-2%	14%	10%	/
CN(C)c1ccc(NC(=O)Nc2cccc3ccccc23)cc1	-0.6	3%	-2%	-5%	?	5%	12%	10%	-5
COc1cc(OC)c(CN2CCCN(C)CC2)cc1Br	-0.5	0%	-1%	-16%	-3%	-9%	2%	31%	-8
CC1CCc2c(sc(NC(=O)C(=O)NCc3ccco3)c2C#N)C1 (stereo not drawn)	-1.1	0%	5%	-5%	-7%	-11%	20%	-4%	/
Cc1cccnc1N(C(=O)Nc1cccc(Cl)c1)C1=NCC(C)(C)S1	2.1	-1%	-5%	9%	-1%	-4%	/	21%	7
CC(=O)c1ccc(NC(=O)COC(=O)c2ccccc2Sc2ccccc2C#N)cc1	-1.1	10%	2%	6%	-8%	3%	11%	-4%	-3
C=CCOc1ccc(C2N3CC4(CC)CN2CC(CC)(C3)C4=O)cc1 (stereo not drawn)	2.4	-4%	-2%	11%	-2%	-6%	3%	-6%	10
CC(=O)NCCc1nc2cc(NC(=O)c3ccc(Cl)cc3)ccc2n1C	0.0	5%	-1%	-7%	-2%	4%	-22%	-8%	-1
Cc1ccc2cc(CN(Cc3nnnn3C3CCCCC3)CC3CCCO3)c(=O)[nH]c2c1 (stereo not drawn)	-1.8	-2%	-3%	-7%	-10%	-7%	?	3%	/
CCOC(=O)CSc1nc2ccccc2c(=O)n1CC1CCC(C(=O)NCc2ccco2)CC1 (stereo not drawn)	0.9	-2%	10%	5%	-1%	0%	34%	13%	/
Cc1nn(C)c(=O)n1-c1ccc(Oc2ccccc2)cc1	-3.4	0%	-1%	-2%	-4%	0%	-5%	-9%	-5
CCOc1ccc(NC(=O)N(CCCN2CCOCC2)Cc2cccnc2)cc1	2.4	-3%	1%	-20%	-9%	7%	-22%	-12%	-5

Additional compounds
SMILES	IL-2 act	EPAC1 ag	aSyn yeast inh	EPAC1 antagonist	PLK1 PBD inh	WRN inhibitor	FUS yeast rescue	Abeta rescue	PI5P4Ka inh
COc1ccccc1NC(=O)COC(=O)CCn1c(C)csc1=O	-0.5	7%	2%	-5%	-3%	-14%	-4%	-2%	11
CC1(C(=O)NNC(=S)NCc2ccco2)CC1(Cl)Cl (stereo not drawn)	2.2	4%	0%	-4%	-2%	2%	-36%	17%	9
COCCn1c(SCc2ccccc2)nc2c1c(=O)[nH]c(=O)n2C	2.4	-2%	0%	4%	?	6%	3%	-2%	-1
O=C(NNC(=O)c1sccc1-n1cccc1)c1ccc(F)cc1	-0.2	-9%	0%	-12%	-17%	-4%	-4%	-10%	2
CCn1c(SCC(=O)NCc2cccs2)nnc1-c1cccs1	1.2	-3%	3%	-5%	-7%	-4%	20%	5%	/
Cn1cc(/C=C2/SC(=O)N(CC(=O)Nc3ccc4c(c3)OCO4)C2=O)c2ccccc21	-0.4	12%	-6%	-3%	-2%	-12%	-2%	15%	/

Some of these compounds in order of the PI5P4Ka inh value, low to high:
compound,PI5P4Ka inh
O=C(CN1C(=O)S/C(=C\c2ccccc2)C1=O)NNC(=O)c1ccccc1O,-8
Cc1cccc(NC(=S)NC(NC(=O)c2ccco2)C(Cl)(Cl)Cl)c1 (stereo not drawn),-7
Cc1nn(C)c(=O)n1-c1ccc(Oc2ccccc2)cc1,-5

Assay outcomes: PubChem, National Center for Advancing Translational Sciences (NCATS)
